Assay outcomes as filed in PubChem BioAssay.
ROC1-CUL1 inh – blocks human RBX1-Cullin-1 di-ubiquitin formation; in vitro K48 di-Ub FRET, acceptor:donor ratio, 45 min; inhibition, % at 10 µM; P62877+Q13616; actives 0.6% (n = 140,000); in the data active = inhibition above about 25%
Target sequence (P62877 whole entry, looked up): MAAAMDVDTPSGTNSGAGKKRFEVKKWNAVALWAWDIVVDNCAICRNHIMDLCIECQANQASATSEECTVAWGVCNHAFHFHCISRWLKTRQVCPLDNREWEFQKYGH
Target sequence (Q13616 whole entry, looked up): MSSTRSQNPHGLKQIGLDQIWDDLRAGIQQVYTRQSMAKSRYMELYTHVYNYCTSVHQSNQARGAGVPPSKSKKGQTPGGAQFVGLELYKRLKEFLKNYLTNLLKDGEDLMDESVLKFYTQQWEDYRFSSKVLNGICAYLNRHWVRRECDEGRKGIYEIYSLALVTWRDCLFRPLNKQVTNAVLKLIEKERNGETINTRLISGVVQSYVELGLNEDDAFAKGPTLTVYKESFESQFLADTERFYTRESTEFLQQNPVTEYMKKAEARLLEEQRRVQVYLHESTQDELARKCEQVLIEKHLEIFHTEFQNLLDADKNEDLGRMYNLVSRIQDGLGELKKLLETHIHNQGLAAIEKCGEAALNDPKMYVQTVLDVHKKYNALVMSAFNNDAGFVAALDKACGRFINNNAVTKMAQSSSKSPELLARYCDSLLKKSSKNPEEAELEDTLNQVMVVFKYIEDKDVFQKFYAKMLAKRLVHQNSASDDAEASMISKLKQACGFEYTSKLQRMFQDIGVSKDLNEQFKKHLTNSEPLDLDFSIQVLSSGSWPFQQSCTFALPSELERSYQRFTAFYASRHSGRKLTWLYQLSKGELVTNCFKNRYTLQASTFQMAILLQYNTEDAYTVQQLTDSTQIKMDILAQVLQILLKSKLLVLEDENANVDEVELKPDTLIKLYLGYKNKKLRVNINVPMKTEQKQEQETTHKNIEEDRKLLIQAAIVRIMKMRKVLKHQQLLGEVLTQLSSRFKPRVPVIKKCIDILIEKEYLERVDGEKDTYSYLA
The depositor's hits bear a star. A portion of the library; count on the stated rates, not on these rows.

O=C(COc1cccc2ccccc12)Nc1cc(Cl)c(O)c(Cl)c1 was read as ROC1-CUL1 inh 2.
Screening COc1cc(/C=C2\N=C(SC)SC2=O)cc(Cl)c1OCc1ccccc1 returned ROC1-CUL1 inh 8.
Screening COCCOc1ccc(C(=O)N2CCCCC2)cc1Br returned ROC1-CUL1 inh 0.
`Cc1cc(C)c(C)c(S(=O)(=O)N2CCN(Cc3ccc4c(c3)OCO4)CC2)c1C` gave ROC1-CUL1 inh 13.
Screening O=C(NCc1ccc(Cl)cc1)NCC(F)(F)F returned ROC1-CUL1 inh 1.
CCN(CC1CCCO1)C(=O)CCc1nnc(CCCc2ccccc2)o1 (stereo unspecified) was read as ROC1-CUL1 inh 1.
Screening CCCCCC(=O)NC(=S)Nc1ccc(C(=O)OCCCC)cc1 returned ROC1-CUL1 inh 3.
`CN(C(=O)c1ccccn1)C(Cc1ccccc1)C1CCN(C(=O)/C=C/c2ccccc2)CC1` (stereo unspecified) gave ROC1-CUL1 inh -5.
`CCC(=O)N[C@@H]1c2ccccc2C2(CCN(C(=O)c3ccc(C)s3)CC2)[C@H]1OCc1cccnc1` gave ROC1-CUL1 inh 0.
Cc1ccc(OCCCn2c(-c3ccc(Cl)cc3)nc3ccccc3c2=O)c(C)c1 was read as ROC1-CUL1 inh -3.
CCN(CC)C(=O)Cn1c(=O)n(CCCCCC(=O)NCc2ccc(C)cc2)c(=O)c2sccc21 was read as ROC1-CUL1 inh 4.
Screening Cc1ccc(S(=O)(=O)c2nnn3c2nc(N2CCOCC2)c2sccc23)cc1C returned ROC1-CUL1 inh 7.
CCOc1ccccc1C(=O)Nc1ccccc1Cl was read as ROC1-CUL1 inh 10.
Screening CCOc1ccc(N2C(=O)C3C(c4ccccc4)=NN(c4ccccc4)C3C2=O)cc1 (stereo unspecified) returned ROC1-CUL1 inh 7.
`NC(=NS(=O)(=O)c1cccs1)c1ccccc1` gave ROC1-CUL1 inh 2.
Screening CCOC(=O)C1C(c2ccc(O)cc2)NC(=O)NC1(O)C(F)(F)F (stereo unspecified) returned ROC1-CUL1 inh 7.
O=C(CSc1nc2cc(C(=O)NC3CCCC3)ccc2c(=O)n1CC1CCCO1)c1cccc(Cl)c1 (stereo unspecified) was read as ROC1-CUL1 inh 10.
`COc1ccc(N2CCN(S(=O)(=O)c3c(C)nc4sc(C)cn4c3=O)CC2)cc1` gave ROC1-CUL1 inh -1.
Screening CCCCC(=O)Nc1ccc(OCc2cc(=O)n3c(C)csc3n2)cc1 returned ROC1-CUL1 inh -14.
For Cn1c(SCC(=O)NCc2cccs2)nnc1-c1cccs1 the results were ROC1-CUL1 inh 10.
COc1ccc(-n2nc(C(=O)NCCc3ccc(OC)c(OC)c3)c3c4ccccc4n(C)c3c2=O)cc1 was read as ROC1-CUL1 inh -14.
For O=C(c1ccccc1F)N1CCC(C(=O)N2CCN(Cc3ccccc3)CC2)CC1 the results were ROC1-CUL1 inh 0.
Screening COc1ccc(NS(=O)(=O)c2ccccc2C)cc1OC returned ROC1-CUL1 inh 5.
`COc1ccc(NC(=O)CSc2nc(C)cc(=O)[nH]2)cc1` gave ROC1-CUL1 inh -5.
Nc1nc(-c2cccc(Br)c2)cs1 was read as ROC1-CUL1 inh 5.
N#CCSc1nc(-c2cccs2)cc(C(F)(F)F)c1C#N was read as ROC1-CUL1 inh -2.
For COc1cccc2cc(C(=O)Nc3ccc(F)c(F)c3)c(=O)oc12 the results were ROC1-CUL1 inh -7.
`O=C(CN1CCOC1=O)N(CC1CCN(C2CCCC2)CC1)CC1CCCO1` (stereo unspecified) gave ROC1-CUL1 inh -1.
`Cc1cc(C)cc(NC(=O)C23CCC(C)(C(=O)C2=O)C3(C)C)c1` (stereo unspecified) gave ROC1-CUL1 inh 6.
Screening CCN(CCn1cccn1)C(=O)c1cc(COc2cncc(Cl)c2)on1 returned ROC1-CUL1 inh 5.

No new results follow: entries from further up.
Screening CCCCC(=O)Nc1ccc(OCc2cc(=O)n3c(C)csc3n2)cc1 returned ROC1-CUL1 inh -14.
For Cn1c(SCC(=O)NCc2cccs2)nnc1-c1cccs1 the results were ROC1-CUL1 inh 10.
COc1ccc(-n2nc(C(=O)NCCc3ccc(OC)c(OC)c3)c3c4ccccc4n(C)c3c2=O)cc1 was read as ROC1-CUL1 inh -14.
For O=C(c1ccccc1F)N1CCC(C(=O)N2CCN(Cc3ccccc3)CC2)CC1 the results were ROC1-CUL1 inh 0.
Screening COc1ccc(NS(=O)(=O)c2ccccc2C)cc1OC returned ROC1-CUL1 inh 5.
`COc1ccc(NC(=O)CSc2nc(C)cc(=O)[nH]2)cc1` gave ROC1-CUL1 inh -5.
Nc1nc(-c2cccc(Br)c2)cs1 was read as ROC1-CUL1 inh 5.
N#CCSc1nc(-c2cccs2)cc(C(F)(F)F)c1C#N was read as ROC1-CUL1 inh -2.
For COc1cccc2cc(C(=O)Nc3ccc(F)c(F)c3)c(=O)oc12 the results were ROC1-CUL1 inh -7.
`O=C(CN1CCOC1=O)N(CC1CCN(C2CCCC2)CC1)CC1CCCO1` (stereo unspecified) gave ROC1-CUL1 inh -1.
`Cc1cc(C)cc(NC(=O)C23CCC(C)(C(=O)C2=O)C3(C)C)c1` (stereo unspecified) gave ROC1-CUL1 inh 6.
Screening CCN(CCn1cccn1)C(=O)c1cc(COc2cncc(Cl)c2)on1 returned ROC1-CUL1 inh 5.

(listing goes on)
CCC(Cc1ccccc1)NC(=O)CN1C(=O)COc2ccc(S(=O)(=O)N3CCCCCC3)cc21 (stereo unspecified) was read as ROC1-CUL1 inh 1.
Screening CCOc1ccc(CCNC(=O)c2cc3c(=O)n(C)c4ccccc4c3n2C)cc1 returned ROC1-CUL1 inh 0.
Screening COc1ccc(CCNC(=O)CSCc2c(Cl)cccc2Cl)cc1 returned ROC1-CUL1 inh -4.
`CC(C)(c1ccccc1)c1ccc(OCC(=O)NC2CCCC2)cc1` gave ROC1-CUL1 inh -3.
Screening C=CCn1c(SCC(=O)Nc2sc3c(c2C#N)CCC3)nc2scc(-c3cccs3)c2c1=O returned ROC1-CUL1 inh 9.
Screening ClC1=C(Cl)C2(Cl)C3CC=CC3C1(Cl)C21OCCO1 (stereo unspecified) returned ROC1-CUL1 inh 0.
Screening CN(C)c1ccnc(Cl)c1C#N returned ROC1-CUL1 inh -1.
Screening Clc1ccc(-n2nnnc2-c2cn[nH]c2-c2ccccc2Cl)cc1 returned ROC1-CUL1 inh 5.
For CCn1nc(C)c(CN2CCC(C3CCN(CC(C)C)CC3)C2)c1C (stereo unspecified) the results were ROC1-CUL1 inh -8.
COCc1cn(C2CCN(C(=O)N[C@H](C)c3ccc(Cl)cc3)CC2)nn1 was read as ROC1-CUL1 inh 3.
Nc1c(Br)cc(C(=O)OCc2ccc(Cl)cc2)cc1Br was read as ROC1-CUL1 inh -4.
COC(=O)/C(=C(/F)Sc1c[nH]c2ccccc12)C(F)(F)F was read as ROC1-CUL1 inh 2.
For CCn1c(NCCN2CCOCC2)nc2ccccc21 the results were ROC1-CUL1 inh -4.
O=C(Nc1ccncc1)c1ccc(S(=O)(=O)N2CCCC2)cc1 was read as ROC1-CUL1 inh 6.
`C=CCN1C(=O)/C(=C/c2cc(I)c(OCC)c(OCC)c2)C(=O)NC1=S` gave ROC1-CUL1 inh 0.
`COc1ccc(OC)c(CNS(=O)(=O)c2cc(-c3onc(C)c3C)ccc2C)c1` gave ROC1-CUL1 inh 0.
Screening O=C(Nc1n[nH]c(C2CCCCC2)n1)N1CCOC2(CCCC2)C1 returned ROC1-CUL1 inh 1.
`O=C(c1ccccc1Cl)n1cnc2ccccc21` gave ROC1-CUL1 inh 0.
Cc1c(Br)c(C(=O)Nc2ccn(Cc3c(F)c(F)cc(F)c3F)n2)nn1C was read as ROC1-CUL1 inh -1.
CN(C)C=Nc1cnc2c(c1)c(=O)[nH]c(=O)n2C was read as ROC1-CUL1 inh -2.
For O=C(c1sccc1Cl)N1CCC2(CCCN(Cc3cccnc3)C2=O)C1 (stereo unspecified) the results were ROC1-CUL1 inh 1.
Screening CC(=O)c1ccc(NC(=O)CCc2c(C)nc3c(c2C)c(=O)n(C)c(=O)n3C)cc1 returned ROC1-CUL1 inh -3.
Screening Cc1cnc(SCCN2CCOCC2)nc1C1CCCN(C(=O)/C=C/c2cccnc2)C1 (stereo unspecified) returned ROC1-CUL1 inh -4.
`CC(C)CC(=O)Nc1ccc(N2CCN(S(C)(=O)=O)CC2)cc1` gave ROC1-CUL1 inh 4.
COc1ccc(OC2CCN(C3CCCC3)CC2)c(C(=O)N2CCC(OC)CC2)c1 was read as ROC1-CUL1 inh -6.
Screening C=CCN1C(=O)C(CC(=O)Nc2ccc(C(C)C)cc2)SC1=Nc1c(C)cccc1C (stereo unspecified) returned ROC1-CUL1 inh -1.
`CCOC(=O)c1sc(-c2ccc(OC)cc2)c(C#N)c1C` gave ROC1-CUL1 inh 0.
Screening O=c1c2ccccc2ncn1C(c1ccccc1)c1ccccc1 returned ROC1-CUL1 inh -3.
`COc1ccc(-c2cc(N=NC3C(=O)NN=C3C)n[nH]2)cc1` (stereo unspecified) gave ROC1-CUL1 inh -3.
Screening O=C(Nc1cc(Cl)ccc1Cl)c1ccc(C(F)(F)F)cc1 returned ROC1-CUL1 inh 0.
`CN1CCCC2(CCN(C(=O)c3cc(C(F)(F)F)[nH]n3)C2)C1=O` (stereo unspecified) gave ROC1-CUL1 inh -2.
Screening COc1cc(NC(=O)C(CC(C)C)NS(=O)(=O)c2ccc3c(c2)CCN3C(C)=O)cc(OC)c1 (stereo unspecified) returned ROC1-CUL1 inh -3.
`CCN(C(=O)N=C1CN(CC(C)C)C(=O)c2ccccc21)c1cc(C)ccc1C` gave ROC1-CUL1 inh 7.
Screening O=c1c2ccccc2nc2c3ccccc3c(SCc3ccccc3)nn12 returned ROC1-CUL1 inh -4.
COc1ccc(Cl)c(NC(=O)c2sc3nc(-c4ccncc4)ccc3c2N)c1 was read as ROC1-CUL1 inh -3.
CSC1=NC2=NC3=C(C(=O)CC(C)(C)C3)C(c3cccc(C)c3)C2C(=O)N1 (stereo unspecified) was read as ROC1-CUL1 inh 0.
Screening COCCNC(=O)c1ccc(OC)cc1OC1CCN(C(C)CSC)CC1 (stereo unspecified) returned ROC1-CUL1 inh 3.
CCCc1noc(CN2CCN(c3nc(C)cnc3C)CC2)n1 was read as ROC1-CUL1 inh 1.
CCOc1ccc(S(=O)(=O)N(CC(=O)NCCSc2ccccc2)c2ccccc2)cc1 was read as ROC1-CUL1 inh -13.
For Cc1cccc(C(=O)Sc2nnnn2-c2ccccc2)c1 the results were ROC1-CUL1 inh 5.
`O=C(COC(=O)c1cccc(NC(=O)c2ccc(Br)cc2)c1)c1ccc(Cl)cc1` gave ROC1-CUL1 inh 0.
CCOC(=O)C1=C(c2ccccc2)OC(=N)C(C#N)C1c1ccc(F)cc1 (stereo unspecified) was read as ROC1-CUL1 inh 0.
CC(=O)N=C1Cc2c(C)nn(C(C)=O)c2OC1=O was read as ROC1-CUL1 inh -1.
Cc1ccc(N(CC(=O)NCc2ccccc2C)S(C)(=O)=O)cc1C was read as ROC1-CUL1 inh 0.
`O=C(Oc1ccc2c(=O)c(-c3ccccc3Cl)coc2c1)c1ccc(F)cc1` gave ROC1-CUL1 inh 7.
Screening O=S(=O)(c1ccccc1)C1C=CC=CC(Cl)C1 (stereo unspecified) returned ROC1-CUL1 inh -2.
For CCCCCCC(=O)NC(Nc1cc(C(F)(F)F)ccc1Cl)C(Cl)(Cl)Cl (stereo unspecified) the results were ROC1-CUL1 inh 1.
COc1ccccc1N1CCN(S(=O)(=O)c2ccc3c(c2)CCCN3C(C)=O)CC1 was read as ROC1-CUL1 inh -7.
Cc1ccc(C)c(NC(=O)Cn2c(=O)n(Cc3ccc4c(c3)OCO4)c(=O)c3ccccc32)c1 was read as ROC1-CUL1 inh 2.
`CCC(=O)N1c2ccc(S(=O)(=O)CCC(=O)NCc3ccc(OC)cc3)cc2CC1C` (stereo unspecified) gave ROC1-CUL1 inh -7.
`COc1ccc(CNC(=O)CS(=O)Cc2nc(-c3ccc(OC)c(OC)c3)oc2C)cc1` (stereo unspecified) gave ROC1-CUL1 inh -8.
For CCS(=O)(=O)c1ncc(CN(C)CCc2cn[nH]c2)n1Cc1ccccc1 the results were ROC1-CUL1 inh 0.
Screening Cc1ccccc1CNC(=O)c1cnc2sc(N3CCC(C)CC3)nn2c1=O returned ROC1-CUL1 inh -2.
`Cc1ccc2oc(=O)n(CCNC(=O)Nc3ccc(C)c(F)c3)c2c1` gave ROC1-CUL1 inh 9.
Screening O=C(Cn1c(-c2cccs2)cc2cc(F)ccc21)N1CCN(c2cccc(Cl)c2)CC1 returned ROC1-CUL1 inh 3.
Screening COc1ccc(OC)c(CCNC(=O)Cn2nc(C)n3c(cc4sccc43)c2=O)c1 returned ROC1-CUL1 inh 2.
O=C(Nc1ccncc1)c1sc2cc(F)ccc2c1Cl was read as ROC1-CUL1 inh -2.
`COC(=O)c1c(-c2ccc(-c3ccccc3)cc2)csc1NC(=O)C1CCCC1` gave ROC1-CUL1 inh 6.
`CCOC(=O)CN(C)C(=O)CCC1(Cc2ccc3ccccc3c2)CCC(=O)N1` (stereo unspecified) gave ROC1-CUL1 inh 1.
`CCN1CCN(C(=O)c2cnn(-c3ccccc3Cl)c2NC(C)=O)CC1` gave ROC1-CUL1 inh -7.
Screening COc1ccc(C(=O)CSc2nc3cc(C(=O)NC4CCCC4)ccc3c(=O)n2CC2CCCO2)cc1 (stereo unspecified) returned ROC1-CUL1 inh -3.
Screening O=C(C1=CSc2nnc(-c3ccc(Cl)cc3)n2N=C1)c1cc(Cl)ccc1O returned ROC1-CUL1 inh 21.
Screening COc1ccccc1N1CCN(c2cc(C)nc3nc(-c4ccc(Cl)cc4)nn23)CC1 returned ROC1-CUL1 inh -9.
`C/C=C(\C)CN1CCC(n2nccc2NC(=O)CC(C)C)CC1` gave ROC1-CUL1 inh -9.
CCOc1ccc(/C=C2\CCCC3C2=NN(C(=O)CN2N=NC4C(=O)N(c5ccc(C)cc5)C(=O)C42)C3c2ccc(OCC)cc2)cc1 (stereo unspecified) was read as ROC1-CUL1 inh 3.
COc1cc(O)c(/C=N/Nc2nn[nH]n2)c(OC)c1 was read as ROC1-CUL1 inh -1.
Screening O=C(c1cc(Br)ccc1Cl)N1CCN(Cc2ccco2)CC1 returned ROC1-CUL1 inh -7.

2 compounds drawn at random from those above, as already listed:
CCOc1ccc(/C=C2\CCCC3C2=NN(C(=O)CN2N=NC4C(=O)N(c5ccc(C)cc5)C(=O)C42)C3c2ccc(OCC)cc2)cc1 (stereo unspecified) was read as ROC1-CUL1 inh 3.
`C/C=C(\C)CN1CCC(n2nccc2NC(=O)CC(C)C)CC1` gave ROC1-CUL1 inh -9.
